Growth percent in the NCI-60 one-dose screen (48 h, 10 µM unless noted): 100 = growth as untreated, 0 = no growth, -100 = all killed.
DU-145: DU-145 prostate cancer. hit rate 4.2% among 81,000
SNB-19: SNB-19 CNS cancer cells; hit rate 2.5% among 81,000; AID 1794751
HCC-2998: HCC-2998 colon cancer. AID 1794799. hit rate 4.7% among 79,000
SW-620: SW-620 colon cancer; hit rate 5.2% among 82,000; AID 1794795
SNB-75: SNB-75 CNS cancer; hit rate 5% among 79,000
KM12: KM12 colon cancer cells. hit rate 5% among 82,000
PC-3: PC-3 prostate cancer cells | hit rate 3.9% among 80,000 | AID 1794754
SF-539: SF-539 CNS cancer; hit rate 6.8% among 81,000; AID 1794752
HT29: HT29 colon cancer; hit rate 7.4% among 81,000
* hit, by the source's call; . = not tested or not shown. Rule for the calls: active = growth percent below 10; inactive = the rest. Rows are unselected; overall some 11% were active at least once.

structure,DU-145,SNB-19,HCC-2998,SW-620,SNB-75,KM12,PC-3,SF-539,HT29
CCN(CC)CCC=C(c1cccs1)c1cccs1,111,102,100,96,74,100,100,133,88
O=C(OC1CCCC1)c1ccc(Cl)cc1Cl,113,104,.,111,84,110,94,112,110
CCCC1=CC(=O)N=C2SCC(=O)C12 (centres undefined),111,107,96,106,82,108,103,111,102
CCN(CC)c1cccc(OC(=O)Nc2cccc(C(F)(F)F)c2)c1,114,99,105,97,98,109,.,106,106
CCOC(=O)c1c(SC)nn(C(=S)Nc2ccccc2)c1N,100,111,104,110,88,97,110,100,109
c1ccc(CN(Cc2ccccc2)N(Cc2ccccc2)Cc2ccccc2)cc1,93,93,94,90,95,96,54,101,90
CC(=O)OC1CCC2(C)C(=CCC3C2CCC2(C)C3CC3OC4(CCC(C)CO4)C(C)C32)C1 (centres undefined),112,98,100,108,78,105,98,93,108
Cn1c(C2=C(c3c(O)c4ccccc4c(=O)n3C)C(=O)c3ccccc3C2=O)c(O)c2ccccc2c1=O,103,98,96,107,112,96,104,102,99
CCCOC(=O)Cc1ccc(OC)cc1,109,110,109,100,90,102,102,115,98
N/C(=N\C(N)=N\c1nc2ccccc2s1)c1ccncc1Cl,46,38,77,24,7.8*,24,29,7.8*,19
C/C(=C\c1ccc2ccccc2c1)[N+](=O)[O-],27,91,78,-34*,78,56,25,16,-9.3*
CC(=O)OC/C(C)=C\CC(C)COC(C)=O (centres undefined),114,95,103,98,81,104,94,116,113
CCC(C)[C@@H]1NC(=O)[C@H](C(C)CC)NC(=O)[C@H](C(C)CC)NC(=O)[C@@H]2CCCN2C(=O)[C@H](C(C)O)NC(=O)[C@@H]2CCCN2C(=O)[C@@H]2CCCN2C(=O)[C@H](CC(C)C)NC1=O (some centres undefined),.,104,102,100,100,.,101,96,96
Nc1cc(F)ccc1NC(=O)c1ccc(CNC(=O)/C=C2\NC(=O)c3ccccc32)cc1,87,86,80,60,69,73,61,55,60
Nc1cc2c(cc1Br)-c1c(C(=O)O)cccc1C2O (centres undefined),110,99,112,110,90,99,82,99,106
COC(=O)c1nnn(-c2cccc(Cl)c2)c1C(=O)c1ccc(Cl)c(Cl)c1,102,.,108,95,81,94,83,91,92
NC(N)=N/N=C\c1cccc(OCc2ccccc2)c1,101,83,4.5*,36,64,68,71,78,1.4*
CCCN=C(N)c1ccc(NC(=O)c2ccc(C(=O)Nc3ccc(C(N)=NCCC)cc3)cc2)cc1,107,105,109,104,78,95,91,93,102
COC(=O)c1nc(=S)[nH]c(C(=O)OC)c1C(=O)c1cc(Cl)ccc1Cl,114,102,102,105,82,101,94,96,115
Cc1cc(=O)c(C(=O)O)c(C)n1-c1ccccc1,58,105,.,92,91,104,102,97,112
O=S(=O)(NCCCNc1nccc(-c2[nH]c(-c3ccccc3)nc2-c2ccc(Cl)c(O)c2)n1)c1cccc(F)c1,66,83,101,92,104,61,47,94,62
CCCCOC(c1ccccc1)c1ccccc1,112,105,89,108,97,102,102,101,.
NS(=O)(=O)c1ccc(CCn2c(SCC(=O)N/N=C/c3cccc(O)c3)nc3ccccc3c2=O)cc1,110,103,106,107,113,103,98,103,108
COc1ccc(/C=N/NCC(=O)n2nnnc2-c2ccccc2)cc1,109,97,85,101,68,133,81,81,90
Cc1ccc(-c2nc(SCC(=O)c3ccc(Br)cc3)[nH]c(=O)c2C#N)s1,100,105,107,101,96,101,110,107,105

Looked up above.
O=S(=O)(NCCCNc1nccc(-c2[nH]c(-c3ccccc3)nc2-c2ccc(Cl)c(O)c2)n1)c1cccc(F)c1 in SW-620 → 92
CC(=O)OC1CCC2(C)C(=CCC3C2CCC2(C)C3CC3OC4(CCC(C)CO4)C(C)C32)C1 (centres undefined) in PC-3 → 98

Further entries follow.
structure,DU-145,SNB-19,HCC-2998,SW-620,SNB-75,KM12,PC-3,SF-539,HT29
COC(=O)N1CCN(CCNCc2ccc(NC(=O)c3ccc(C)c(C#Cc4cnc5cccnn45)c3)cc2C(F)(F)F)CC1,45,60,14,15,17,4.9*,26,-16*,17
Cc1ccc(-c2ncc(S(C)(=O)=O)o2)cc1,102,93,100,103,91,98,106,97,102
Ic1ccc(SSc2ccc(I)cc2)cc1,103,95,104,106,88,82,59,86,95
O=COCCCc1ccccc1,112,97,121,103,109,109,94,102,96
COc1cc(O)c(C=Nc2ccccc2NS(=O)(=O)c2ccc(C)cc2)c(OC)c1,97,104,.,95,99,110,89,111,99
C[N+]12CCC(CC1)C(OC(=O)C(O)(c1ccccc1)c1ccccc1)C2 (centres undefined),112,97,99,112,93,104,94,111,100
CC1(C)C(=O)C=C(N2CCCCC2)c2ccccc21,116,86,85,109,71,99,106,98,82
CC(=O)OCC(=O)[C@@]1(O)CC[C@H]2[C@@H]3CCC4=CC(=O)CC[C@]4(C)[C@@]3(F)[C@@H](O)C[C@@]21C,96,107,.,98,113,109,94,91,114
COC(=O)c1cc2c3ccccc3oc(=O)c2c2nc3ccccc3n12,111,103,98,92,84,102,99,102,88
COc1ccc(-c2ccnc(SCc3cc4ccccc4[nH]c3=O)n2)cc1,81,64,60,35,.,57,70,50,29
CCCCC(O)Cn1ncc(C(=O)OCC)c1NC(=O)NCc1ccc(F)cc1 (centres undefined),98,93,113,103,82,99,84,105,106
CCN(CC)Cc1nc2ccccc2c(=O)n1/N=C/c1ccc(Cl)cc1,110,95,111,105,81,105,103,107,106
CCc1cccc(CC)c1N1C(=O)C2=C(SCCCS2)C1=O,102,96,110,109,97,96,79,95,95
CCN1CCC(=O)N2[C@H](c3ccc(Cl)cc3)c3[nH]c4ccccc4c3C[C@H]2C1=O,106,96,105,95,90,96,90,98,102
CC(C)Cn1c(O)c(N=NC(=O)Cc2c[nH]c3ccccc23)c2ccccc21,103,91,108,89,.,80,82,103,96
Cc1ccc(S(=O)(=O)C/C(=N/Nc2ccc(S(N)(=O)=O)cc2)c2cc3ccccc3oc2=O)cc1,108,101,107,109,60,98,111,102,104
COc1ccc(-c2nc3ccccc3n2CC(=O)N=Nc2c(O)[nH]c3ccc(Br)cc23)cc1,34,89,108,83,67,71,77,88,45
Cc1ccc(C2CCCCC2)cc1Br,105,96,105,99,98,94,94,101,96
O=C(O)COc1c(F)cc(F)cc1Cl,115,110,110,113,90,110,93,94,107
O=C(COc1ccc2c(c1)CCCC(=O)N2)NCc1ccccc1,113,89,96,61,93,59,95,87,103
COc1c(N2CC3CCCN(C(C)=O)C3C2)c(F)cc2c(=O)c(C(=O)N[C@H]3C(O)[C@@H](O)C(CO)O[C@H]3O)cn(C3CC3)c12 (some centres undefined),112,99,115,105,100,102,108,103,105
O=C1CSC(c2ccccc2O)N1c1nnc(Cn2cnnc2)o1 (centres undefined),105,90,77,105,67,84,79,90,99
Fc1ccccc1CSc1ncnc2nc[nH]c12,120,94,111,96,105,112,105,90,107
NS(=O)(=O)c1ccc(CCN2C(=O)c3nccnc3C2=O)cc1,100,109,97,101,90,95,98,102,102
Cn1c(=O)c2[nH]c(-c3ccc(OCCCCl)cc3)nc2n(C)c1=O,104,101,108,114,115,100,104,107,100
N#Cc1cnn(-c2cc(Cl)ccc2Cl)c1N,108,99,111,101,86,100,.,96,103
Nc1ncnc2c1c(-c1ccccc1)nn2Cc1cccc(B(O)O)c1,95,96,83,95,67,88,81,86,69
O=C(CN1C=NC2C(N3CCOCC3)=NC=NC21)c1ccccc1 (centres undefined),116,100,113,101,.,103,102,103,111
c1ccc(-n2ncc3cccnc32)cc1,120,98,96,102,85,106,.,103,102
O=c1oc2ccccc2cc1-c1cnc2ccccc2n1,98,95,91,107,114,97,100,110,97
O=C1Nc2ccccc2/C1=C/C(=O)c1ccccc1[N+](=O)[O-],110,100,108,56,84,94,93,101,101
O=[N+]([O-])c1cc(Br)c2cccnc2c1O,100,98,98,97,96,97,89,93,97
O=C(Nc1cccc(Cl)c1)OCC#CCOC(=O)Nc1cccc(Cl)c1,99,93,103,93,109,90,86,106,87
CN1CCN(CC(O)COc2c(Br)c(Br)c(Br)c3c2OC(C)(C)C3)CC1 (centres undefined),90,93,12,47,91,57,53,58,-13*
CCCCSc1nc(Nc2ccc(S(N)(=O)=O)cc2)c(C#N)c(-c2ccc(Cl)cc2)n1,53,45,64,37,.,75,56,-25*,8.9*
Cc1ccc2nnnn2c1,113,102,104,108,98,108,104,94,105
C/C(=C(/C)C1CC1CCNS(=O)(=O)c1ccc(C)cc1)c1ccc(C(C)(C)C)cc1 (centres undefined),83,92,113,91,137,88,68,88,81
CC(=O)C1CC=C(C)CC1 (centres undefined),109,106,107,115,97,105,91,104,101
NC(=O)CNC(=O)OCc1ccccc1,114,106,104,102,99,112,101,96,104
CCC(CC)C(O)CCCN(C)C (centres undefined),107,113,111,103,102,109,103,99,105
CCOC(=O)c1c(NC(=O)c2ccc([N+](=O)[O-])cc2)sc2c1CCCC2,103,102,111,102,98,101,90,99,.
COc1ccc(OC)c(NC(=O)C2=C(C)NC(C)=C(C(=O)Nc3cc(OC)ccc3OC)C2c2cccc([N+](=O)[O-])c2)c1,92,.,98,91,78,78,55,77,94
O=c1nc2c(n[nH]1)c1ccccc1n2Cc1ccccc1,108,99,101,102,91,101,95,104,104
O=C(N/N=C/c1ccc(B(O)O)o1)c1[nH]c2ccc(Br)cc2c1-c1ccccc1,41,41,8.6*,26,98,15,19,-33*,4.0*
O=C(O)c1cccc2c1C(=O)c1ccccc1-2,112,121,115,104,112,103,91,105,118
Nc1cc2c(cc1N)C(O)c1ccccc1-2 (centres undefined),103,115,100,.,108,89,85,109,101
C#CCOc1ccc(/C=N/Nc2nc(-c3ccc(Cl)cc3)cs2)cc1OC,82,75,90,82,80,62,30,71,69
CC/C=C\C/C=C\C/C=C\CCCCCCCCOc1ccccc1CCOP(=O)(O)OCC[N+](C)(C)C,111,103,128,105,112,101,101,103,109
COc1ccc(NC(=O)COc2ccccc2)c(C(N)=O)c1,23,53,46,27,12,25,40,-47*,6.8*

A draw from above in order of number of heavy atoms, descending:
structure,DU-145,SNB-19,HCC-2998,SW-620,SNB-75,KM12,PC-3,SF-539,HT29
CCCCSc1nc(Nc2ccc(S(N)(=O)=O)cc2)c(C#N)c(-c2ccc(Cl)cc2)n1,53,45,64,37,.,75,56,-25*,8.9*
C/C(=C(/C)C1CC1CCNS(=O)(=O)c1ccc(C)cc1)c1ccc(C(C)(C)C)cc1 (centres undefined),83,92,113,91,137,88,68,88,81
Nc1ncnc2c1c(-c1ccccc1)nn2Cc1cccc(B(O)O)c1,95,96,83,95,67,88,81,86,69
O=C(O)c1cccc2c1C(=O)c1ccccc1-2,112,121,115,104,112,103,91,105,118
Cc1ccc2nnnn2c1,113,102,104,108,98,108,104,94,105
